Tb PYK inh: T. brucei pyruvate kinase inhibition. TbPYK enzyme, Kinase-Glo Plus ATP luminescence, 45 min. Potency, µM (titrated, usually from 76.8 µM), without a hit: at the highest dose activity, negative = inhibition, most hits filed as inhibitors. Q57TT1. AID 624173. 0.12% of 410,000 active; also: potency is read from the fitted curve at half-maximal effect; nearly all actives have a fitted effect of over 50% in size
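Luminescence from Kinase-Glo Plus, added after a 45-minute room-temperature reaction, served as the end-point read-out. The enzyme and substrate were preincubated with compound before ADP (130 uM final) initiated turnover. Concentration-effect curves came from normalized qHTS data.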
HCV inh: inhibitors of hepatitis C virus infection; Huh7.5.1 HCVcc-Cre infection, luciferase reporter, 44 h; Potency, µM (series often up to 41.8 µM), for the others: top-dose activity change, negative = inhibition, actives largely listed as inhibitors; 3.4% of 340,000 active; AID 651820; also: potency is read from the fitted curve at half-maximal effect
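Seed cells (1,000/well) for 4 h; treat with compound and infect with HCVcc-Cre, moi about 0.5. Incubate 44 h, then detect luciferase activity.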
LmPK inhibitor: inhibitors of Leishmania mexicana pyruvate kinase; AID 1721; Q27686; Potency, µM (series often up to 57.5 µM), for inactives: at the highest dose activity change, negative = inhibition, actives largely listed as inhibitors; 0.37% of 290,000 active; purified LmPK, Kinase-Glo ATP luminescence, 1 h; also: potency is read from the fitted curve at half-maximal effect
Target sequence (Q27686 whole entry, looked up): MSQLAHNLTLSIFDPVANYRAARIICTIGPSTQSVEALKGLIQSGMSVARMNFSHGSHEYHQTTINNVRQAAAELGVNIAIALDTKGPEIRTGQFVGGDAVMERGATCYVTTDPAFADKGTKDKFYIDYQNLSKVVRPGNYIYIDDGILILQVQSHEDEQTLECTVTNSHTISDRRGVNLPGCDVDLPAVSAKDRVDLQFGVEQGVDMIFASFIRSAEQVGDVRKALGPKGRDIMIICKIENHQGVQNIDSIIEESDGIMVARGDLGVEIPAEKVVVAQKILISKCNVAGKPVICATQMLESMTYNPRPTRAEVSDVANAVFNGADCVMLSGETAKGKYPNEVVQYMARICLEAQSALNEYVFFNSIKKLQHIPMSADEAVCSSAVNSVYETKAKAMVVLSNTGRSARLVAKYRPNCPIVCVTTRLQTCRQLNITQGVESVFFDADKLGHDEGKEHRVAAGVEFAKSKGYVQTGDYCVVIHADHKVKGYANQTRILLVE
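Pyruvate kinase activity monitored as ATP production (luciferase luminescence). Conditions: 0.1 nM enzyme, 0.5 mM PEP, 0.1 mM ADP, 1 h, RT; normalized against uninhibited and no-enzyme wells.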
HCMV antiviral: inhibitors of human cytomegalovirus | HFF cells, HCMV-luciferase reporter, 72 h; stronger effect = lower value | activity change, negative = inhibition, % at 57.5 µM | 4.5% of 410,000 active; in the data active = activity change below about -60%; inconclusive = no clear call, values can overlap the other calls; inactive = above about -39%
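Screen run at 2 compound doses on HFFs infected with reporter HCMV, MOI 1 PFU/cell. Luciferase activity from cell lysates at 72 h post infection gave inhibition relative to buffer-only and Salinomycin wells.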
AmpC no deterg: blocks E. coli AmpC beta-lactamase in detergent-free assay; AmpC nitrocefin hydrolysis, absorbance 480 nm, 0.0001% Triton; Potency, µM (doses to about 57.1 µM), without a hit: top-dose activity change, negative = inhibition, hits mostly inhibitors; 0.52% of 330,000 active; AID 485341;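 also: potency is read from the fitted curve at half-maximal effect; plate controls were no compound for no effect and no enzyme for full effect; nearly all actives have a fitted effect of over 20% in size; some results filed as inactive show a strong effect at the top dose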
Target sequence (P00811 whole entry, looked up): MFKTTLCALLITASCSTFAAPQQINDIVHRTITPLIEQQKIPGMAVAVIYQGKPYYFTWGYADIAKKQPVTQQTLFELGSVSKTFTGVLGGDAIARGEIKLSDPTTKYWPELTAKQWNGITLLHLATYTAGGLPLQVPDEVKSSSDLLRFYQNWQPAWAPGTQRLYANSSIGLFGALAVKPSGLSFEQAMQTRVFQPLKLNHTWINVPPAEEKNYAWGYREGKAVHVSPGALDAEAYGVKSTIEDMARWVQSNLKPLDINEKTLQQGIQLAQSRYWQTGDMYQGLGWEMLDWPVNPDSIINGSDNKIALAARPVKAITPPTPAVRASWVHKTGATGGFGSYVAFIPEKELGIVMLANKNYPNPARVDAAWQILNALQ
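20 mM phosphate pH 7.0 + 0.01% (detergent screen) or 0.0001% Triton X-100; 5.3 nM AmpC reagent; cpd preinc 15 min RT; nitrocefin (800 uM stock) to start; A480 q20 s × 4 min; Activity was normalised to no-enzyme and no-compound control wells.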
AmpC inh detg: AmpC beta-lactamase inhibition with detergent present; P00811; AmpC hydrolysis of nitrocefin, absorbance 480 nm, 0.01% Triton; Potency, µM (highest dose often 114 µM), without a hit: top-dose activity change, negative = inhibition, most hits filed as inhibitors; 0.041% of 370,000 active;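 also: potency is read from the fitted curve at half-maximal effect; 0% = no-compound wells and -100% = no-enzyme wells; nearly all actives have a fitted effect of over 25% in size; some results filed as inactive show a strong effect at the top dose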
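AmpC (5.3 nM in the dispensed reagent) in 20 mM phosphate pH 7.0 with 0.01% (detergent screen) or 0.0001% Triton X-100 was preincubated with compounds for 15 min at room temperature. Nitrocefin was then added from an 800 uM solution, and hydrolysis was followed at 480 nm.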
AMA1-RON2 inh: inhibitors of Plasmodium falciparum AMA1-RON2 interaction; Potency, µM (doses to about 58.2 µM), for the others: top-dose activity change, negative = inhibition, hits mostly inhibitors; AlphaScreen AMA1-biotinylated RON2 peptide binding; 0.2% of 360,000 active; AID 720542;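 also: potency is read from the fitted curve at half-maximal effect; 0% = vehicle wells and -100% = peptide control; nearly all actives have a fitted effect of over 45% in size; some results filed as inactive show a strong effect at the top dose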
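AMA1 (3D7) with his tag at 25 nM final met compounds first, then biotinylated RON2 peptide at 25 nM; detection used donor plus acceptor beads, 10 µg/mL apiece, read by AlphaScreen after 30 min at room temperature.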
* marks the source's active call; other numbers are inactive results; u = inconclusive; x = not tested or not shown; [ ] = another dose, or the depositor's remark. Unless noted, calls follow the shape of the dose curve; as a rule, active = well fitted curve in the direction sought with a large enough effect; inconclusive = small, poorly fitted or top-dose-only effect, or another doubt; inactive = no such curve, though single readings can be large; an effect the other way counts as inactive or inconclusive. Unless noted, % is scaled to controls: 0 for no effect and ±100 for the full control effect.

SMILES	Tb PYK inh	HCV inh	LmPK inhibitor	HCMV antiviral	AmpC no deterg	AmpC inh detg	AMA1-RON2 inh
Cc1cccc(C(=O)OCC(=O)NCCCc2ccccc2)c1	-8%	-8%	-3%	-12	-13%	0%	-6%
CCOC(=O)n1c(=O)n(Cc2ccccc2)c2ccccc21	0%	24%	0%	u	u	2%	u
COc1ccccc1-c1noc2c1C(=O)N(Cc1cn(-c3ccccc3)nn1)CC2	-9%	x	x	-18	x	x	6%
O=C(Nc1ccc(F)cc1)C1CCN(c2ncnc3c2nc2n3CCCCC2)CC1	8%	3%	7%	-9	53%	-3%	4%
Cc1ccccc1OCC(O)Cn1c(=N)n(CCN2CCCCC2)c2ccccc21 (stereo unspecified)	1%	x	x	-92*	x	19%	x
COc1ccccc1OCCCCNC(C)(C)C	-10%	5%	2%	2	-2%	-13%	1%
COc1ccc(-n2nnnc2C(CCSC)N2CCC(n3c(=O)[nH]c4ccccc43)CC2)cc1 (stereo unspecified)	3%	x	x	-35	x	x	u
CCN1CCN(C(=O)CCS(=O)(=O)c2cc3c(cc2Cl)NC(=O)CO3)CC1	-1%	13%	-2%	7	-21%	-3%	-3%
COc1cccc(/C=C2\SC(=S)N(NC(=O)c3ccncc3)C2=O)c1	-2%	-4%	3%	41	-1%	4%	25%
CC/C(=C/c1sc2ccccc2[n+]1CC)SC	0%	u	-1%	-6	-15%	-18%	-8%
CCOCCCNC(=O)C(c1ccc(OC)cc1)N(Cc1cccs1)C(=O)c1ccc(NC(C)=O)cc1 (stereo unspecified)	4%	x	x	-11	x	-2%	x
CCCCCCOC(=O)c1ccc(N)cc1	-10%	-21%	4%	-18	-19%	0%	8%
COc1ccc(N2CCC(CNC(=S)Nc3c(C)cc(C)cc3C)C2)cc1 (stereo unspecified)	-11%	u	3%	-70*	-9%	3%	-18%
COC(=O)CCC(=O)COc1ccccc1C#N	7%	14%	1%	8	63%[activator]	-5%	-1%
O=C(CCc1nc2ccccc2[nH]1)N1CCc2ccccc2C1	3%	1%	1%	8	-28%	u	19%
Cc1c(C(=O)Nc2cccc(F)c2)oc2c1-c1nn(Cc3c(F)cccc3Cl)cc1CC2	-17%	x	x	2	x	23%	x
CCOc1ccc(-c2cc(N)n(S(=O)(=O)c3ccc(OC)cc3)n2)cc1	0%	u	11%	u	-42%	u	6%
COc1cc2c(cc1NS(=O)(=O)N1CCCC1)oc1ccccc12	1%	u	18%	34	12%	-3%	-19%
Cc1ccc([C@H]2C[C@@H](n3cc(-c4ccc(F)cc4)nn3)[C@H](O)CN2CC2CCCCC2)cc1	7%	x	x	-27	x	x	-4%
Cc1cccc(CSc2ccc3nnc(-c4cccs4)n3n2)c1	3%	16%	0%	10	-21%	9%	-5%
Cc1ccc(S(=O)(=O)NCCCCCC(=O)Nc2cccc(C)c2)cc1	5%	-2%	2%	-24	-17%	-8%	8%[2.32 µM]
CCOC(=O)c1ccc(NC(=S)N2CCCC(C(=O)OCC)C2)cc1 (stereo unspecified)	5%	u	4%	-17	5%[2.29 µM]	-4%	-2%
CC(C)NC(=O)CN(Cc1ccccc1)S(=O)(=O)c1ccccc1	-7%	-6%	-7%	14	4%	1%	10%
CSc1ccccc1C(=O)Nc1cccc([N+](=O)[O-])c1	1%	-7%	2%	-40	-16%	-8%	-5%
Cc1ccc(NC(=O)C2=C(C(=O)O)CCCC2)cc1Br	1%	18%	1%	16	-17%	-2%	-6%
Cc1cc(C(=O)CSc2nc3ccccc3[nH]2)c(C)n1C	-22%	-23%	0%	-10	-27%	-5%	-15%
Cc1ccc(S(=O)(=O)N2CCCC(c3nc4c(nnn4Cc4ccc(OC(F)(F)F)cc4)c(=O)[nH]3)C2)cc1 (stereo unspecified)	-3%	x	x	-2	x	20%	x
CC1=C(C(=O)N2CCOCC2)CC(CC(=O)NC(c2ccccc2)c2ccccc2)C(=O)N1CCC1=CCCCC1 (stereo unspecified)	1%	x	x	12	x	x	8%
CC(C)(C)c1ccc(OCC(O)CS(=O)(=O)c2ccccn2)cc1 (stereo unspecified)	2%	x	4%	-4	46%	-11%	15%
COc1ccc(NC(=O)Nc2cc(F)ccc2C)cc1	-1%	-38%	-1%	-4	-13%	-2%	4%
COc1ccc(S(=O)(=O)Nc2ccc3c(c2)CCC3)cc1	u	u	1%	u	-33%	2%	12%
COc1ccccc1NC(=O)Cn1c(=O)n(Cc2ccc3c(c2)OCO3)c(=O)c2oc3ccccc3c21	-2%	x	x	2	x	-9%	x
O=C1C=C(NCc2ccco2)C2(CCCCC2)O1	-3%	16%	0%	48	-4%	-1%	-1%
CC(C)(C)[C@H]1C=C(C(=O)Nc2ccccc2)O[C@@H](OCCCCO)C1	-3%	9%	x	u	x	x	0%
O=C(C(NS(=O)(=O)c1cccs1)c1ccccc1)N1CCN(c2ccccc2F)CC1 (stereo unspecified)	2%	u	2%	-23	-14%	-2%	-1%
O=C(c1cc(Cl)cc(Cl)c1)N1CCC2CC1c1cc(N3CCCCC3)ccc12 (stereo unspecified)	-3%	x	x	10	x	x	u
Nn1c(-c2ccccc2)nc2ccccc2c1=O	-13%	5%	-14%	-13	2%	-1%	-3%
O=C(Nc1ncn[nH]1)c1ccc(Cl)c(S(=O)(=O)Nc2ccc(Cl)cc2)c1	-3%	11%	1%	-3	-38%	-9%	35%[activator][2.32 µM]
NC(=O)COc1ccc(C(=O)/C=C2/C(=O)Nc3ccccc32)cc1	-4%	3%	-3%	-19	-3%	-14%	3%
Cc1[nH]c(=O)[nH]c(=O)c1CSc1nnc(CCCCCNC(=O)OC(C)(C)C)o1	-12%	-10%	3%	6	-8%	u	-3%
Nc1ncc(Br)cc1S(=O)(=O)NC1CCCCC1	1%	0%	1%	23	-8%	-2%	10%
Oc1ccc(O)c(Cc2nc3ccccc3s2)c1	-15%	-6%	-2%	u	-42%	2%	-29%
CON1C(=O)C(=O)N(OC)C2CCCCC21 (stereo unspecified)	-2%	15%	0%	18	-6%	-12%	0%
O=C1N=C(N2CCOCC2)S/C1=C/c1cccs1	-13%	-17%	-8%	19	-16%	u	15%
CCCN(CC(=O)Nc1ccc(C(N)=O)cc1)CC(=O)Nc1ccc(F)c(F)c1F	1%	-2%	4%	55	16%	-14%	100%[activator]
O=C(C1CCN(S(=O)(=O)c2cccs2)CC1)N(c1ccccn1)C1CCCCC1	-8%	7%	-2%[11.5 µM]	-5	-18%	-5%	-5%
Cc1cc(C(=O)OCC(=O)c2ccc(Br)s2)no1	1%	19%	0%	-11	-27%	-3%	-13%
Clc1nnc(NN=C2CCCC2)c2ccccc12	4%	u	-1%	113	-20%	u	-11%
CS(=O)(=O)N(CC(=O)NCCC1=CCCCC1)C1CCCCC1	-11%	u	-3%	-36	25%	-11%	-2%
CCOc1ccc(C(=O)NCc2ccncc2)cc1OCC	1%	7%	2%	-2	3%	-11%	-6%
CN(c1ccccc1)S(=O)(=O)c1cccc(C(=O)NNC(=O)c2ccncc2)c1	1%	-10%[8.37 µM]	x	-32	u	-23%	43%[activator]
COc1ccc(NC(=O)CN(C)C(=O)c2cc(CN3C(=O)c4ccccc4C3=O)ccc2OC)cc1	-1%	0%[8.37 µM]	x	-19	u	u	-8%
CC(C)c1ccc(NC(=O)C(c2ccccc2)N(C)C(=O)c2cnccn2)cc1 (stereo unspecified)	0%	24%	3%	11	109%[activator]	-9%	-2%
O=C(O)c1ccc2nc(-c3ccccc3)c(-c3ccccc3)nc2c1	0%	20%	-2%	72	-14%	-10%	-1%
O=C(c1c(F)cccc1F)N1CCCc2ccccc21	9%	7%	-3%	-13	-2%	u	2%
Cc1ccc(OCc2ccc(C(=O)O)o2)c([N+](=O)[O-])c1	-2%	u	4%	4	-17%	-12%	8%[11.6 µM]
CCCC(=O)OCCNc1cc(Sc2nc3ccccc3[nH]2)c2nonc2c1[N+](=O)[O-]	-20%	u	1%	-9	13µM*	u	-25%
Cc1ccc(/C=C/C(=O)N2CCCC(C)C2)cc1 (stereo unspecified)	-4%	9%	-21%	37	0%	0%	-11%
CCOC(=O)Cc1cc(=O)c2cc(C)ccc2[nH]1	-3%	18%	-1%	39	-16%	-2%	6%
O=C(O)C1C(c2ccccc2)C(C(=O)OCc2ccco2)C1c1ccccc1 (stereo unspecified)	-4%	14%	8%	6	-29%	-12%	-3%

Look-ups from the results shown:
Under HCMV antiviral, `CCCC(=O)OCCNc1cc(Sc2nc3ccccc3[nH]2)c2nonc2c1[N+](=O)[O-]` has the entry -9
Under HCMV antiviral, `Cc1ccc(/C=C/C(=O)N2CCCC(C)C2)cc1` (stereo unspecified) has the entry 37
Under HCV inh, `CC(C)c1ccc(NC(=O)C(c2ccccc2)N(C)C(=O)c2cnccn2)cc1` (stereo unspecified) has the entry 24%

Remaining list, next part
SMILES	Tb PYK inh	HCV inh	LmPK inhibitor	HCMV antiviral	AmpC no deterg	AmpC inh detg	AMA1-RON2 inh
Cc1ccccc1NC(=O)CSCc1cc(=O)n2ccsc2n1	3%	14%	-4%	32	-1%	0%	-8%
Cc1ccc(-c2csc3nnc(SCC(=O)N4CCN(Cc5ccccc5)CC4)n23)cc1	-24%	-14%	-4%	5	75%[activator]	-12%	0%
Cc1ccc(C(=O)Nc2cccc(C(F)(F)F)c2)cc1Nc1ccccn1	-6%	-5%	1%	-22	-42%	-5%	-7%
CC(C)NC(=O)NC(=O)CSc1ccccc1F	3%	2%	-4%	-12	-8%	-7%	12%
CCOC(=O)c1noc2ncnc(Nc3ccc(F)cc3F)c12	2%	x	x	-11	x	1%	x

Filtered by structure: the entries above with bromine
SMILES	Tb PYK inh	HCV inh	LmPK inhibitor	HCMV antiviral	AmpC no deterg	AmpC inh detg	AMA1-RON2 inh
Cc1ccc(NC(=O)C2=C(C(=O)O)CCCC2)cc1Br	1%	18%	1%	16	-17%	-2%	-6%
Nc1ncc(Br)cc1S(=O)(=O)NC1CCCCC1	1%	0%	1%	23	-8%	-2%	10%
Cc1cc(C(=O)OCC(=O)c2ccc(Br)s2)no1	1%	19%	0%	-11	-27%	-3%	-13%

An excerpt of these results, with values under each structure.
Values in the order – Tb PYK inh, HCV inh, LmPK inhibitor, HCMV antiviral, AmpC no deterg, AmpC inh detg, AMA1-RON2 inh
- Cc1ccccc1NC(=O)CSCc1cc(=O)n2ccsc2n1
→ 3%, 14%, -4%, 32, -1%, 0%, -8%
- Cc1ccc(-c2csc3nnc(SCC(=O)N4CCN(Cc5ccccc5)CC4)n23)cc1
→ -24%, -14%, -4%, 5, 75%[activator], -12%, 0%
- Cc1ccc(C(=O)Nc2cccc(C(F)(F)F)c2)cc1Nc1ccccn1
→ -6%, -5%, 1%, -22, -42%, -5%, -7%

Screening data as filed in PubChem.
